Compound activity as filed in PubChem.
ADAM17 inh: ADAM17 inhibitors, primary screen, biochemical, QFRET; inhibition, % at 6.95 µM; AID 720648, 2013; Disintegrin and metalloproteinase domain-containing protein 17 (Homo sapiens), P78536; hit rate 0.83% among 370,000; recombinant ADAM17, EDANS/DABCYL FRET peptide cleavage;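 active means inhibition above the mean of compounds lying between control limits plus 3 SD, set per campaign, cut at about 8.5% in these data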;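 further: 0% = DMSO-only wells as the low control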
PG9 Ab binder: binders of HIV-1 gp120 antibody PG9, primary screen, biochemical, TR-FRET. TR-FRET gp120-PG9 antibody binding. HIV-1 gp120 / PG9 antibody interaction. hit rate 0.43% among 360,000. inhibition, % at 6.7 µM. AID 624416, 2012; in the data active means inhibition above about 8.5%
hcDAF-12 act: H. contortus DAF-12 nuclear receptor activators, primary screen, cell-based, luminescence, HEK293, lit1-tk-luc reporter; hit rate 1.4% among 370,000; activation, % at 6.8 µM; AID 652067, 2013; HEK293 hcDAF-12 lit1-tk-luc reporter; 0% DMSO, 100% Δ7-dafachronic acid;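 active means activation above the mean of all tested compounds plus 3 SD, cut at about 5.5% in these data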;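 further: 100% = response to 3 µM Δ7-dafachronic acid high control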
DAX1 inh-1: DAX1 (NR0B1) inhibitors, primary screen, cell-based, HEK293, Gal4-DAX1, luciferase luminescence; hit rate 0.99% among 340,000; Nuclear receptor subfamily 0 group B member 1 (Homo sapiens), P51843; HEK293 Gal4-DAX1 luciferase reporter; AID 504766, 2011; inhibition, % at 6.75 µM;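 active means inhibition above the mean over all tested compounds plus 3 SD, cut at about 4.2% in these data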;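 further: 0% = DAX1-transfected cells with DMSO and 100% = empty-vector control cells with DMSO; inhibition shows as a rise in luminescence from relieved DAX1 repression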
FXN GAA850 act: FXN promoter activators, primary screen, cell-based, luciferase luminescence, HEK293 lucGAA850; activation, % at 6 µM; AID 540364, 2011; hit rate 0.56% among 360,000; HEK293 lucGAA850 FXN promoter luciferase reporter, 24 h; percent of 10 µM SAHA response;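 active means activation above the average of all compounds screened plus 3 SD, cutoff fixed separately per campaign, cut at about 7.5% in these data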;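 further: 0% = DMSO wells and 100% = 10 µM SAHA wells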
NPR1 activator: GC-A stimulated cGMP production enhancers – HEK293 GC-A cells, cGMP TR-FRET, EC30 ANP, primary screen | 0% at EC30 ANP, 100% saturating ANP | activation, % at 10 µM | hit rate 0.14% among 370,000 | AID 1671463, 2021; in the data active means activation above about 40%
Target sequence (P16066 whole entry, looked up): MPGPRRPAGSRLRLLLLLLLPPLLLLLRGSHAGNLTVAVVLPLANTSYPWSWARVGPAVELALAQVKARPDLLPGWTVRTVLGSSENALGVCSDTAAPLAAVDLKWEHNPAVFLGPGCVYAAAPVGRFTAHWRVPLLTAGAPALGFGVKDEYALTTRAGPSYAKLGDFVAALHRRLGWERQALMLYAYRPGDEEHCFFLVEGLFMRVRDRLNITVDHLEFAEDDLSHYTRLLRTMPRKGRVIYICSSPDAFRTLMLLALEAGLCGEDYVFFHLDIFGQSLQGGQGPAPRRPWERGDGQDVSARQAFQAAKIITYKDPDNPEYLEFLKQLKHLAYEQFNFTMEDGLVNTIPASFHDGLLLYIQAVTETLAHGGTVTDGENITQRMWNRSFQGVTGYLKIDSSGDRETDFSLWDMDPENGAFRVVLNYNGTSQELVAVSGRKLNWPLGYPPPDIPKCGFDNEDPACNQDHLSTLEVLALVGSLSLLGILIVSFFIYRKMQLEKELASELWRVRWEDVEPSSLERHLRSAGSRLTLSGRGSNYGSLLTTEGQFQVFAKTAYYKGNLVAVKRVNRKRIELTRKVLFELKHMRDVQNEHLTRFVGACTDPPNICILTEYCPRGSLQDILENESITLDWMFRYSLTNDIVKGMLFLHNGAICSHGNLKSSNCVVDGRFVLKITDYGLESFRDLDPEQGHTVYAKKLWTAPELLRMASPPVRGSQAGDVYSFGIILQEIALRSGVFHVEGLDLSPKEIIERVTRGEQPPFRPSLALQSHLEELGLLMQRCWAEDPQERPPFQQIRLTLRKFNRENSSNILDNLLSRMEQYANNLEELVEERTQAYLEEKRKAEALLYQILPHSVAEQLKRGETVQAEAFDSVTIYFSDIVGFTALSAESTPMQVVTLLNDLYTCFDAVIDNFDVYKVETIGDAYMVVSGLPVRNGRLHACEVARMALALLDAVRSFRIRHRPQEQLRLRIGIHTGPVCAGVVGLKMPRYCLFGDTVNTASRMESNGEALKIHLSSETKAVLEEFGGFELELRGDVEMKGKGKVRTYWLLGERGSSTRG
ssDAF-12 act: S. stercoralis DAF-12 nuclear receptor activators, primary screen, cell-based, luminescence, HEK293, GRIP1 co-expression, lit1-tk-luc; HEK293 ssDAF-12/GRIP1 lit1-tk-luc reporter; % of 3 µM dafachronic acid response; hit rate 1% among 370,000; Nuclear hormone receptor DAF-12 (Strongyloides stercoralis); activation, % at 6.8 µM;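 active means activation above the mean over all tested compounds plus 3 SD, cut at about 0.9% in these data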;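 further: 0% = DMSO-only wells and 100% = 3 µM delta7-dafachronic acid wells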
hgDAF12 agonist: H. glycines DAF-12 receptor agonists, primary screen, cell-based, luminescence, HEK293, GAL4 fusion, UAS-luciferase; HEK293 GAL4-hgDAF12 UAS-luciferase reporter, agonist luminescence; normalized to butyrate control; activation, % at 6.8 µM; hit rate 1.8% among 370,000; Nuclear hormone receptor DAF-12 (Heterodera glycines), GAL4 fusion;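 active means activation above a cutoff set at the mean of all screened compounds plus 3 SD, cut at about 10% in these data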;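 further: 0% = DMSO wells and 100% = sodium butyrate wells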
ADAM10 inh: human ADAM10 inhibitors, primary screen, biochemical, QFRET, HTS; Disintegrin and metalloproteinase domain-containing protein 10 (Homo sapiens), O14672; hit rate 0.62% among 370,000; recombinant ADAM10, EDANS/DABCYL FRET peptide cleavage, 3 h; inhibition, % at 7 µM;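 active means inhibition above a per-campaign cutoff equal to the mean of compounds falling between control-based bounds plus 3 SD, cut at about 20% in these data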;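 further: 0% = DMSO wells while the 100% control is not disclosed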
SMARCA2 activ: SMARCA2 (BRM) function activators, primary screen, cell-based, luminescence, high throughput. hit rate 1% among 370,000. activation, % at 9.1 µM. AID 652017, 2013. MG213 cells, MMTV-luciferase reporter, dexamethasone, overnight; in the data active means activation above about 7.8%;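 further: 0% = vehicle wells and 100% = reference activator wells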
DAX1 inh-2: DAX1 (NR0B1) inhibitors on StAR promoter, primary screen, cell-based, luminescence, SF-1 (NR5A1), full-length DAX-1; HEK293T StAR-luciferase reporter, SF-1/DAX-1 repression relief; inhibition, % at 6.8 µM; hit rate 1.1% among 370,000; AID 652010, 2013;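 active means inhibition above the mean over all tested compounds plus 3 SD, cut at about 3.6% in these data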;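 further: 0% = DAX-1 cells with DMSO and 100% = cells lacking DAX-1 with DMSO; higher inhibition means more luminescence from relief of DAX-1 repression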
* marks the source's active call; other numbers are inactive results; . = not tested or not shown.

Every second line gives: ssDAF-12 act	SMARCA2 activ	DAX1 inh-2	ADAM10 inh	hgDAF12 agonist	ADAM17 inh	hcDAF-12 act	NPR1 activator	DAX1 inh-1	FXN GAA850 act	PG9 Ab binder
- COC(=O)[C@]12C[C@H](CC(=O)NCc3ccc(OC)c(OC)c3)C(=O)N(Cc3ccc(Cl)cc3Cl)C1=C[C@H](C(C)(C)C)O[C@@H]2C
    -1.3	-2	-0.7	12	-0.3	5	-0.5	0	.	.	.
- Cc1c(NC(=O)c2cc3c(=O)n4ccccc4nc3s2)c(=O)n(-c2ccccc2)n1C
    -1.8	3	0.7	-21	0.6	-14	0.7	1	-1.7	0.6	-0.9
- C/C(=N\NC(=O)Cn1c(-c2ccccn2)nc2ccccc21)c1ccccc1
    -1.0	-4	-0.1	-10	-1.5	-1	-2.0	1	0.3	0.5	-0.2
- C/C(NC(=O)c1ccccc1)=C1/C(=O)CC2C1C2(C)C (centres undefined)
    -0.1	8.0*	1.9	6	8.6	-1	1.3	-6	0.2	3.8	-1.2
- COc1ccc(C2NC(=O)NC(c3ccccc3)=C2c2nc3ccccc3s2)cc1 (centres undefined)
    -1.8	-3	-1.2	-9	-2.1	2	-2.2	-9	-0.7	1.2	-0.6
- COc1ccccc1N1CCN(C(=O)c2oc3ccc(Br)cc3c2C)CC1
    -0.5	-1	-0.2	-3	-2.4	1	-0.1	-7	2.2	-4.1	-1.5
- FC(F)(F)c1nc2ccccc2nc1N/N=C\c1ccccc1
    -1.0	1	0.4	-75	-1.8	-28	-1.3	0	1.4	1.4	2.2
- CCN(Cc1ccccc1)Cc1c(C)[nH]c2c(C)c(C)ccc2c1=O
    -1.4	-2	0.9	-7	0.5	-6	-1.5	0	-0.4	-0.5	1.2
- COc1cc(C(=O)Nc2c(C(=O)O)[nH]c3ccccc23)cc(OC)c1OC
    0.7	-3	0.1	-11	1.3	-3	6.1*	1	1.3	0.6	-3.0
- CC12CCC(C(=O)Nc3ccc4c(c3)OCCO4)(OC1=O)C2(C)C (centres undefined)
    -2.7	-7	-1.9	5	-8.2	-1	-4.3	2	-1.6	-9.8	-1.6
- O=C(NCC1CCCO1)c1ccc2c(c1)N(Cc1ccccc1)C(=O)CS2 (centres undefined)
    -1.3	2	0.0	7	-1.6	-2	-2.0	-3	-0.7	0.0	1.2
- COc1ccc(C(=O)NCCNc2nc3c(C)cccc3cc2C#N)cc1
    -1.2	-3	0.1	-165	-3.9	-39	-3.0	-4	-2.3	-0.1	0.5
- C/C(CCc1ccccc1)=N\NC(=O)C(=O)Nc1cccc(Cl)c1
    -1.0	-3	-1.1	3	-3.1	1	-1.2	2	3.4	0.4	0.7
- Cc1ccc2c(c1)C(C)(C)[C@]1(C)NC(=O)CCN21
    -0.8	-1	0.6	0	-2.5	-2	-1.9	-14	0.9	0.9	-1.4
- Cc1ccc(Cc2cc(-c3ccc(C)cc3)n[nH]c2=O)cc1
    -0.5	-3	0.2	1	-1.3	0	-0.2	5	.	2.8	0.0
- O=C1CCCN1c1ccc([N+](=O)[O-])cc1
    -1.0	2	-0.1	-5	0.4	-4	-1.2	2	0.1	0.2	-1.2
- Cc1cc(C)c(C)c(OCCOCCN2CCOCC2)c1
    -0.7	-2	0.3	-4	1.9	-5	-0.6	-3	-0.6	1.4	1.8
- CC1CC(C)CN(CC(=O)N2c3ccccc3CCc3ccccc32)C1 (centres undefined)
    -0.5	-5	0.0	-3	0.6	-5	-1.0	-30	-0.2	0.8	0.7
- COc1cc(NC(=O)CN(C)S(=O)(=O)c2ccc3c(c2)CC(C)N3C(C)=O)cc(OC)c1OC (centres undefined)
    -1.3	-4	-0.5	3	-0.1	-4	-2.5	-6	0.4	-1.6	0.1
- CC12CN3CC(C)(CN(C1)C3c1ccccc1)C2O (centres undefined)
    -0.8	-5	0.0	-3	-4.5	-5	-0.2	6	-0.6	0.3	1.4
- COCCNC(=S)N/N=C(\C)c1ccc(Cl)c(Cl)c1
    -1.5	1	-0.7	3	2.7	2	-0.9	-6	0.0	3.2	-0.6
- COc1ccc(OC)c(N(CC(=O)Nc2ccc3c(c2)OCCO3)S(C)(=O)=O)c1
    -0.9	0	0.5	-8	0.6	-6	-1.9	4	-0.1	1.3	0.8
- COc1ccc(-c2coc3c(C(=O)N4CCN(C)CC4)cccc23)c(C)c1
    -1.8	-5	-1.1	3	-1.4	1	-0.8	4	.	-0.3	0.2
- CCCCCCCCNC(=O)c1cccnc1SCC(=O)Nc1ccccc1OC
    -1.1	0	0.1	-4	3.6	-1	-0.5	0	0.4	-0.8	-1.4
- O=C(Oc1ccc[nH]c1=O)C1CC1
    -0.9	-5	0.1	5	3.8	3	-0.6	-1	0.1	0.4	0.2
- O=C(c1ccccc1)c1ccc2nc[nH]c2c1
    0.5	0	1.1	9	6.7	7	6.3*	-5	-0.2	0.2	-2.4
- CN(C)C(=O)CN1C(=O)c2cccc3cccc1c23
    -1.1	2	0.1	-42	-1.3	-25	1.6	2	0.8	-0.4	-2.4
- Cc1ccc(-n2nnnc2-c2ccccc2Br)cc1
    -1.7	-3	-0.9	2	5.0	-3	-0.7	-1	.	-1.6	1.3
- COc1ccc2nc(C)cc(Nc3ccccc3O)c2c1
    -1.6	-2	-0.8	-12	3.9	-4	-2.5	4	3.6	-0.3	1.2
- O=C1c2cccnc2C(O)N1C1CCCCC1 (centres undefined)
    -1.1	-1	0.0	-7	-1.8	0	-1.7	4	0.6	-2.5	-0.1

Reformatted field by field: part of the list above.
COc1cc(C(=O)Nc2c(C(=O)O)[nH]c3ccccc23)cc(OC)c1OC
  ssDAF-12 act: 0.7	SMARCA2 activ: -3	DAX1 inh-2: 0.1	ADAM10 inh: -11	hgDAF12 agonist: 1.3	ADAM17 inh: -3	hcDAF-12 act: 6.1*	NPR1 activator: 1	DAX1 inh-1: 1.3	FXN GAA850 act: 0.6	PG9 Ab binder: -3.0
CC12CCC(C(=O)Nc3ccc4c(c3)OCCO4)(OC1=O)C2(C)C (centres undefined)
  ssDAF-12 act: -2.7	SMARCA2 activ: -7	DAX1 inh-2: -1.9	ADAM10 inh: 5	hgDAF12 agonist: -8.2	ADAM17 inh: -1	hcDAF-12 act: -4.3	NPR1 activator: 2	DAX1 inh-1: -1.6	FXN GAA850 act: -9.8	PG9 Ab binder: -1.6

(more compounds)
Every second line gives: ssDAF-12 act	SMARCA2 activ	DAX1 inh-2	ADAM10 inh	hgDAF12 agonist	ADAM17 inh	hcDAF-12 act	NPR1 activator	DAX1 inh-1	FXN GAA850 act	PG9 Ab binder
- O=S(=O)(Nc1ccccc1N1CCCC1)c1ccccc1C(F)(F)F
    -1.6	-6	0.0	-21	0.5	3	0.8	0	2.1	1.6	-0.6
- O=C(O)C1=C[C@@H](c2ccc(Br)cc2)C[C@@H](OCCCCO)O1
    -1.3	1	-0.1	0	0.8	-5	0.8	1	0.1	1.1	1.4
- COc1ccc(-n2cnc3cc(C(=O)N4CCOCC4)ccc32)cc1
    -0.7	6	0.2	1	4.7	1	0.3	2	1.6	1.5	0.2
- COc1ccc(NC(=O)/C(C#N)=C/c2ncc([N+](=O)[O-])n2C)c(OC)c1
    -1.0	0	0.0	-3	1.3	2	-0.5	17	0.4	-2.0	0.1
- CN(NC(=O)c1ccccc1Cl)c1ncc(C(F)(F)F)cc1Cl
    -1.2	0	0.1	1	-0.3	-2	-0.8	4	-0.7	0.6	-1.7
- O=C(NC(Cc1ccccc1)c1nc2ccccc2[nH]1)C1CC(=O)N(c2ccc3c(c2)OCCO3)C1 (centres undefined)
    -1.1	-4	-0.6	-4	-3.0	0	-1.8	-3	0.4	-5.7	0.4
- CC(C)CNC(=O)C1C(=O)Nc2ccccc2C(=O)N1C1CCCCC1 (centres undefined)
    -0.9	-2	-0.5	-20	-2.4	-9	1.5	3	.	.	-1.0
- CCOC(=O)c1cc(=O)c2ccc(OCC(=O)Nc3ccc(F)cc3)cc2o1
    -0.1	-1	0.1	3	-1.2	1	0.6	0	-1.9	-0.4	1.4
- CCOC(=O)CN1N=C(c2ccc(Cl)cc2)CCC1=O
    -1.3	0	0.1	1	-2.0	-3	-2.9	4	0.6	-1.0	3.1
- O=C(CN1CCCC1)N1c2ccccc2C=Cc2ccccc21
    -1.4	-1	0.6	-11	1.8	-7	-1.2	-25	0.3	-2.1	1.1
- CN(CC(=O)Nc1ccc(S(N)(=O)=O)cc1)c1ccccc1
    -1.3	-1	-0.2	4	2.4	-5	-0.4	0	1.0	-0.8	-0.8
- O=C1NC(=O)/C(=C/c2ccco2)N1
    -1.4	1	-0.3	-7	-2.3	-6	-1.6	1	0.6	0.4	-3.5
- COc1ccc(C(CCNCc2ccc(N(C)C)cc2)C(C)C)cc1 (centres undefined)
    -1.9	-3	-0.8	9	1.5	-2	-1.7	-22	-3.2	1.8	-4.1
- CC(CC(=O)O)n1nnc2ccccc21 (centres undefined)
    -0.9	-4	0.1	-5	-2.8	-7	-1.9	0	-0.3	-0.2	-1.4
- CS(=O)(=O)Nc1ccc(S(=O)(=O)Nc2nccs2)cc1
    -1.2	-1	-0.1	-4	0.1	-5	-1.3	2	-1.0	-0.7	-0.1

Compounds were not picked by outcome; any-hit rate near 6.8%.
